HSF-1 act: increases HSF-1 driven luciferase reporter signal; NIH3T3-HGL HSF-1 luciferase reporter, MG132, 8 h; 100% = twice DMSO control signal; activation, % at 9 µM; 300,000 compounds, 1.7% hits;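 active means mean replicate activation of at least 50% with a set share of replicates each reaching 50%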;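 further: 0% = median of the neutral control wells and 100% = twice that signal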
SKKanGAS inh: SKKanGAS growth inhibition; S. pyogenes SKKanGAS, kanamycin growth, BacTiter-Glo, 6 h; inhibition, % at 7.5 µM; 300,000 compounds, 1.3% hits; AID 1662;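 active means mean replicate score, as percent of positive control median, at least 50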;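 further: strain carries kanamycin resistance gene driven by streptokinase promoter and grows in 40 µg/ml kanamycin; loss of luminescence reflects streptokinase promoter inhibition or plain growth inhibition; 0% = median of DMSO wells and 100% = positive control at its reference dose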
IEC-6 tox: IEC-6 cytotoxicity, counter-screen for KLF5 inhibitors; inhibition, % at 5 µM; AID 1825; luminescence viability; 290,000 compounds, 0.78% hits; in the data active means inhibition above about 22%;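 further: 0% = plate median of test compound wells and 100% = cytotoxic reference compound wells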
HSP90 inh: inhibitors of HSP90 luciferase refolding in rabbit reticulocyte lysate. luciferase refolding luminescence, 3 h. inhibition, % at 5.6 µM. 290,000 compounds, 0.91% hits;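 active means inhibition above the screen-wide mean plus 3 SD, computed separately per campaign, cut at about 16% in these data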;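 further: 0% = DMSO wells and 100% = 60 µM geldanamycin wells; inhibitors lower the luminescence because luciferase stays unfolded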
AI-2 QS mod: Vibrio harveyi AI-2 quorum sensing modulation | AID 2094 | 300,000 compounds, 0.4% hits | activity change, % at 7.5 µM | Vibrio harveyi JMH597 AI-2 luminescence/OD600 ratio, 9 h; hits give low values; strain lacks LuxN and CqsS sensors; 0 = neutral-control median; in the data active means activity change below about -75%, passing the limit was not always enough;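 further: luminescence divided by OD600 gain over 9 h not by final OD600 alone; inactives centre near 13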
Platelet DG rel: platelet dense granule release activity. human platelet-rich plasma, SFLLRN dense granule ATP release, luminescence. inhibition, %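 (compounds screened at 7.5 µM in platelet-rich plasma)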. 300,000 compounds, 0.22% hits. AID 1663;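 active means mean replicate score, as percent of positive control, at or above 50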
HIF activator: HIF pathway transcriptional activation; 300,000 compounds, 0.32% hits; activation, % at 7.5 µM (by protocol); U2OS HRE-luciferase reporter, luminescence; normalized: DMSO 0%, desferrioxamine 100%;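 active means mean activation of at least 10% of the iron chelator positive control signal, with at least half of replicates also reaching 10%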
HSF1 inhib: HSF1 inhibition; NIH3T3-HGL HSE-luciferase, MG132-induced, luminescence 8 h; hits give low values; activity change, negative = inhibition, % at 7.5 µM (by protocol); 300,000 compounds, 0.77% hits;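 active means more than half of replicate wells show activity change below -50%, luminescence cut by over half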;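 further: luciferase reports HSF-1 transcriptional activity via heat shock element; 0% = median of DMSO wells and -100% = zero luminescence signal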
aSyn UTR inh: MLPCN primary screen, SNCA 5' untranslated region; alpha-synuclein 5'UTR reporter, inhibitor activity; inhibition, % (tested at 7.5 µM); 300,000 compounds, 0.82% hits; AID 1813; in the data active means inhibition above about 60%;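 further: H4 neuroglioblastoma cells stably carrying SNCA 5'UTR luciferase fusion; 0% = DMSO wells and 100% = positive control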
KLF5 inh: kruppel-like factor 5 inhibition; inhibition, % at 5 µM; AID 1700; 290,000 compounds, 0.23% hits; DLD-1 KLF5 promoter-luciferase reporter, luminescence;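 active means inhibition above a per-plate limit of that plate's mean compound inhibition plus 3 SD, cut at about 60% in these data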;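 further: 0% = DMSO wells and 100% = LY294002 at 200 µM; higher means less KLF5 promoter-driven luciferase light; inactives centre near -14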
Numbers without * were called inactive.

What do the screens show for `Cc1ccc(S(=O)(=O)N2CCC(C(=O)NC3CCCC3)CC2)cc1Cl`?
HSF-1 act: 0; SKKanGAS inh: 3; IEC-6 tox: -3; HSP90 inh: -2; AI-2 QS mod: 12; Platelet DG rel: -4; HIF activator: -0.1; HSF1 inhib: 6; aSyn UTR inh: 2; KLF5 inh: 28

How did O=C(CSc1nc2ccccc2s1)N1CCOCC1 do in these assays?
HSF-1 act: 21; SKKanGAS inh: -2; IEC-6 tox: -6; HSP90 inh: -2; AI-2 QS mod: 29; Platelet DG rel: 9; HIF activator: 1.6; HSF1 inhib: 17; aSyn UTR inh: 8; KLF5 inh: -25

Results for O=C(NCc1ccco1)C1CCN(S(=O)(=O)N2CCOCC2)CC1 ?
HSF-1 act: -2; SKKanGAS inh: 0; IEC-6 tox: 4; HSP90 inh: -4; AI-2 QS mod: 14; Platelet DG rel: -3; HIF activator: -0.4; HSF1 inhib: -11; aSyn UTR inh: -5; KLF5 inh: -30

What do the screens show for `O=C(Nc1ccccc1Cl)Nc1cccnc1Cl`?
HSF-1 act: 6; SKKanGAS inh: 14; IEC-6 tox: 1; HSP90 inh: 7; AI-2 QS mod: 1; Platelet DG rel: -7; HIF activator: 0.9; HSF1 inhib: 9; aSyn UTR inh: -5; KLF5 inh: -36

How did CC(C)=CCN1CCN(CC#Cc2ccccc2)CC1CCO (centres undefined) do in these assays?
HSF-1 act: -2; SKKanGAS inh: -8; IEC-6 tox: -5; HSP90 inh: 2; AI-2 QS mod: 24; Platelet DG rel: 13; HIF activator: -0.1; HSF1 inhib: -4; aSyn UTR inh: -4; KLF5 inh: -30

What do the screens show for `CCCC1OC2CC3C4CCC5=CC(=O)C=CC5(C)C4C(O)CC3(C)C2(C(=O)O)O1` (centres undefined)?
HSF-1 act: -47; SKKanGAS inh: 3; IEC-6 tox: 7; HSP90 inh: 3; AI-2 QS mod: 1; Platelet DG rel: -1; HIF activator: 0.2; HSF1 inhib: -40; aSyn UTR inh: 30; KLF5 inh: -53

How did O=C(Nc1ccc(S(=O)(=O)NCc2ccccc2)cc1)c1ccc(Br)o1 do in these assays?
IEC-6 tox: -1; HSP90 inh: -3; AI-2 QS mod: 4; KLF5 inh: -39

How did CCC(=O)N1N=C(c2ccc(C)o2)CC1c1ccc(N(C)C)cc1 (centres undefined) do in these assays?
HSF-1 act: 14; SKKanGAS inh: 15; IEC-6 tox: 5; HSP90 inh: -2; AI-2 QS mod: 24; Platelet DG rel: -6; HIF activator: -0.4; HSF1 inhib: 9; aSyn UTR inh: -51; KLF5 inh: -24

What do the screens show for `CC(=O)Nc1nonc1NC(=O)CSC1=NCCS1`?
HSF-1 act: -6; SKKanGAS inh: -9; IEC-6 tox: 4; HSP90 inh: 1; AI-2 QS mod: -12; Platelet DG rel: -2; HIF activator: -0.4; HSF1 inhib: -3; aSyn UTR inh: -11; KLF5 inh: -25

How did Cc1cc(S(=O)(=O)NCc2ccccc2)ccc1OCC(=O)N1CCCC1 do in these assays?
HSF-1 act: 5; SKKanGAS inh: 0; IEC-6 tox: 1; HSP90 inh: 2; AI-2 QS mod: 39; Platelet DG rel: 7; HIF activator: -0.4; HSF1 inhib: -2; aSyn UTR inh: 13; KLF5 inh: -19

Results for Cc1occc1C(=O)NCc1ccco1 ?
HSF-1 act: -1; SKKanGAS inh: -7; IEC-6 tox: 4; HSP90 inh: 1; AI-2 QS mod: 22; Platelet DG rel: -35; HIF activator: 0.0; HSF1 inhib: 4; aSyn UTR inh: -24; KLF5 inh: -35

Results for CCCn1c(Sc2nc3c(c(=O)[nH]c(=O)n3C)n2CCC)nc2c1c(=O)[nH]c(=O)n2C ?
HSF-1 act: 4; SKKanGAS inh: -2; IEC-6 tox: -2; HSP90 inh: 4; AI-2 QS mod: 20; Platelet DG rel: 14; HIF activator: -2.2; HSF1 inhib: -2; aSyn UTR inh: 30; KLF5 inh: -5

What do the screens show for `C[N+](C)(C)CC(O)CC(=O)O` (centres undefined)?
HSF-1 act: -2; SKKanGAS inh: -1; AI-2 QS mod: 11; Platelet DG rel: -7; HIF activator: -0.1; HSF1 inhib: 0; aSyn UTR inh: 15

What do the screens show for `COc1cc(C(=O)OCC(=O)NC2CCCC2)cc(NC(=O)c2ccco2)c1OC`?
IEC-6 tox: -6; HSP90 inh: 1; AI-2 QS mod: 36; Platelet DG rel: -10; HIF activator: -0.1; aSyn UTR inh: -16; KLF5 inh: 11

Results for COC(=O)c1[nH]c2ccccc2c1NC(=O)CNC1CCCCC1 ?
HSF-1 act: -7; SKKanGAS inh: 12; IEC-6 tox: 1; HSP90 inh: -4; AI-2 QS mod: 21; Platelet DG rel: 1; HIF activator: 0.0; HSF1 inhib: 4; aSyn UTR inh: 12; KLF5 inh: 13

How did CCOC(=O)N1CCN(C(=O)CCSc2ccccc2)CC1 do in these assays?
HSF-1 act: 3; SKKanGAS inh: -3; IEC-6 tox: -2; HSP90 inh: 5; AI-2 QS mod: -9; Platelet DG rel: -2; HIF activator: 2.7; HSF1 inhib: 1; aSyn UTR inh: -108; KLF5 inh: -85

How did CN(C)/C=N/C(=S)Nc1ccc(Cl)cc1 do in these assays?
HSF-1 act: 18; SKKanGAS inh: -4; IEC-6 tox: 4; HSP90 inh: 1; AI-2 QS mod: 4; Platelet DG rel: 5; HIF activator: 3.9; HSF1 inhib: 12; aSyn UTR inh: -56; KLF5 inh: -90

Results for COc1ccc(C(=O)Nc2cc(C)c3c(=O)oc4ccccc4c3n2)cc1 ?
HSF-1 act: 2; SKKanGAS inh: -1; IEC-6 tox: 0; HSP90 inh: 0; AI-2 QS mod: 16; Platelet DG rel: 23; HIF activator: -0.2; HSF1 inhib: -6; aSyn UTR inh: -17; KLF5 inh: -32

What do the screens show for `COC(=O)Cc1ccc(NC(=S)NCc2ccc(S(N)(=O)=O)cc2)cc1`?
HSF-1 act: 14; SKKanGAS inh: -4; IEC-6 tox: -3; HSP90 inh: -2; AI-2 QS mod: 19; Platelet DG rel: -3; HIF activator: -1.1; HSF1 inhib: 9; aSyn UTR inh: -12; KLF5 inh: -16

How did COc1ccc(C(=O)Nn2c(C3CCC3)nc3ccccc3c2=O)c(OC)c1 do in these assays?
SKKanGAS inh: 2; IEC-6 tox: 1; HSP90 inh: 0; AI-2 QS mod: 7; Platelet DG rel: -5; KLF5 inh: 6

How did COC(=O)CCCC(=O)Nc1ccc(Br)cc1 do in these assays?
HSF-1 act: -2; SKKanGAS inh: -12; IEC-6 tox: 2; HSP90 inh: 0; AI-2 QS mod: 8; Platelet DG rel: 7; HIF activator: 0.2; HSF1 inhib: 6; aSyn UTR inh: -5; KLF5 inh: 2

How did CC(=O)c1ccc(OCC(O)CN2C(C)(C)CC(O)CC2(C)C)cc1 (centres undefined) do in these assays?
HSF-1 act: 9; SKKanGAS inh: -2; IEC-6 tox: 2; HSP90 inh: 1; AI-2 QS mod: 7; Platelet DG rel: 0; HIF activator: -0.5; HSF1 inhib: 0; aSyn UTR inh: 2; KLF5 inh: 4

Results for Cc1cc(N2C(=O)C3CC=CCC3C2=O)no1 (centres undefined) ?
HSF-1 act: 21; SKKanGAS inh: 1; IEC-6 tox: 0; HSP90 inh: 3; AI-2 QS mod: -2; Platelet DG rel: -2; HIF activator: -0.3; HSF1 inhib: -10; aSyn UTR inh: -18; KLF5 inh: -8

How did CCCCC(Sc1nc(N)c(NC(=O)c2ccc(OC)cc2)c(=O)[nH]1)C(=O)O (centres undefined) do in these assays?
HSF-1 act: 47; SKKanGAS inh: 6; IEC-6 tox: -2; HSP90 inh: -2; AI-2 QS mod: 28; Platelet DG rel: -2; HIF activator: 0.0; HSF1 inhib: 26; aSyn UTR inh: -16; KLF5 inh: -30

What do the screens show for `CCOc1cc(/C=N/NS(=O)(=O)c2ccc(OC)cc2)ccc1OCCN1CCOCC1`?
HSF-1 act: -5; SKKanGAS inh: -2; IEC-6 tox: 3; HSP90 inh: -2; AI-2 QS mod: -3; Platelet DG rel: 0; HIF activator: -2.4; HSF1 inhib: -1; aSyn UTR inh: 4; KLF5 inh: -3

What do the screens show for `CCc1nc(C)cc2c1sc1ccccc12`?
HSF-1 act: -3; SKKanGAS inh: 21; IEC-6 tox: 2; HSP90 inh: 1; AI-2 QS mod: 3; Platelet DG rel: -4; HIF activator: -0.1; HSF1 inhib: 7; aSyn UTR inh: 24; KLF5 inh: -28

How did O=C(CNC(=O)c1ccccc1Br)N/N=C/c1ccco1 do in these assays?
HSF-1 act: -9; SKKanGAS inh: -3; IEC-6 tox: -2; HSP90 inh: 0; AI-2 QS mod: 19; Platelet DG rel: 0; HIF activator: 0.7; HSF1 inhib: -5; aSyn UTR inh: 3; KLF5 inh: -26

What do the screens show for `CC(=O)NNc1cccc(Cl)n1`?
HSF-1 act: -15; SKKanGAS inh: -1; IEC-6 tox: 2; HSP90 inh: 3; AI-2 QS mod: 7; Platelet DG rel: -14; HIF activator: 0.0; HSF1 inhib: 13; aSyn UTR inh: -4; KLF5 inh: -29

Results for O=C(Cc1ccc(-c2ccccc2)cc1)NCc1cccnc1 ?
HSF-1 act: -22; SKKanGAS inh: -3; IEC-6 tox: 25*; HSP90 inh: -2; AI-2 QS mod: -58; Platelet DG rel: -5; HIF activator: 4.1; HSF1 inhib: -11; aSyn UTR inh: -48; KLF5 inh: -1

How did COc1cccc(N2[C@@H](CC(C)=O)c3cc(C(F)(F)F)ccc3S2(=O)=O)c1 do in these assays?
HSF-1 act: -5; SKKanGAS inh: 0; AI-2 QS mod: 3; Platelet DG rel: -1; HIF activator: -0.1; HSF1 inhib: 9; aSyn UTR inh: -2

How did COCCCNC(=S)NNC(=S)Nc1ccc(OC)cc1 do in these assays?
HSF-1 act: 13; SKKanGAS inh: -1; IEC-6 tox: 1; HSP90 inh: 5; AI-2 QS mod: 6; Platelet DG rel: -3; HIF activator: 0.2; HSF1 inhib: 1; aSyn UTR inh: -14; KLF5 inh: -17

Results for O=C(Nc1ccn(Cc2ccc(Cl)cc2)n1)c1ccc2c(c1)OCO2 ?
HSF-1 act: -5; SKKanGAS inh: -12; IEC-6 tox: -2; HSP90 inh: 4; AI-2 QS mod: -20; Platelet DG rel: -8; HIF activator: 0.1; HSF1 inhib: 9; aSyn UTR inh: -70; KLF5 inh: -33

What do the screens show for `O=C(Nc1ccccc1)C1=C[C@H](c2coc3ccccc3c2=O)C[C@H](OCc2ccc(CO)cc2)O1`?
HSF-1 act: 3; SKKanGAS inh: 4; IEC-6 tox: 6; HSP90 inh: 0; AI-2 QS mod: 29; Platelet DG rel: 0; HIF activator: 0.1; HSF1 inhib: 1; aSyn UTR inh: -4; KLF5 inh: -28

Reprinted from the results shown (2 entries):
How did COC(=O)CCCC(=O)Nc1ccc(Br)cc1 do in these assays?
HSF-1 act: -2; SKKanGAS inh: -12; IEC-6 tox: 2; HSP90 inh: 0; AI-2 QS mod: 8; Platelet DG rel: 7; HIF activator: 0.2; HSF1 inhib: 6; aSyn UTR inh: -5; KLF5 inh: 2

How did CC(=O)c1ccc(OCC(O)CN2C(C)(C)CC(O)CC2(C)C)cc1 (centres undefined) do in these assays?
HSF-1 act: 9; SKKanGAS inh: -2; IEC-6 tox: 2; HSP90 inh: 1; AI-2 QS mod: 7; Platelet DG rel: 0; HIF activator: -0.5; HSF1 inhib: 0; aSyn UTR inh: 2; KLF5 inh: 4

Bioassay records (PubChem BioAssay)
